Screening results deposited in PubChem by several laboratories.
MC4R ag barr: activates human MC4R beta-arrestin recruitment; P32245; U2OS MC4R beta-arrestin complementation, luminescence; percent of melanotan II response, DMSO zero; activation, % at 8.9 µM; 360,000 compounds, 0.98% hits;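 active means activation above a per-plate cutoff, the mean activation of sample wells on that plate plus 3 SD, cut at about 8% in these data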
Target sequence (P32245 whole entry, looked up): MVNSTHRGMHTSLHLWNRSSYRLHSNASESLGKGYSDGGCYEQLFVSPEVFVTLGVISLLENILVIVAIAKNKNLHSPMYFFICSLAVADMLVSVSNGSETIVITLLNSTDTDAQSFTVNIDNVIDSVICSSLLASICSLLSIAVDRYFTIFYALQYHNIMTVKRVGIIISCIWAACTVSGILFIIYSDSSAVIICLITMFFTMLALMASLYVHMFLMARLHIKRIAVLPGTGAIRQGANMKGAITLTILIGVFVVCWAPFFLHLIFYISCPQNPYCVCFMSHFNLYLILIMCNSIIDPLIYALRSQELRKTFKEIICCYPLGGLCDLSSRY
ABHD5 PLIN5 PPI: inhibitors of human ABHD5-perilipin-5 interaction; inhibition, % at 4 µM; Split G. princeps luciferase complementation, luminescence, 4 h; 360,000 compounds, 0.78% hits;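 active means inhibition above the mean inhibition across every tested compound plus 3 SD, cut at about 22% in these data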;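 further: 0% = DMSO only wells and the 100% control is not disclosed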
LRH-1 inv ag: inverse agonists of human LRH-1 (NR5A2). HEK293T StAR-luciferase reporter, LRH-1 transfected, 24 h. O00482. 360,000 compounds, 0.13% hits. AID 602396. inhibition, % at 3.6 µM;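 active means inhibition above the mean inhibition of all tested compounds plus 3 SD, cut at about 73% in these data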;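 further: 0% = DMSO wells and 100% = reporter-only cells lacking LRH-1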
EBV LMP1 NFkB: Epstein-Barr LMP1 NF-kappaB reporter inhibition; inhibition, % at 12.5 µM; 350,000 compounds, 0.69% hits; LMP1-induced NF-kappaB luciferase reporter cells, luminescence; in the data active means inhibition above about 41%;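 further: 0% = neutral control wells and 100% = reference inhibitor control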
NCOA2 inhibitor: human SRC2 (NCOA2) inhibition. Q15596. HEK293 GAL4-SRC2 luciferase reporter, luminescence. inhibition, % at 9 µM. 370,000 compounds, 0.17% hits;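 active means inhibition above the mean inhibition of all tested compounds plus 3 SD, set per campaign, cut at about 52% in these data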;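 further: 0% = DMSO treated cells and 100% = cells given Gossypol at 36 µM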
SRC3 inh: inhibits human SRC3 coactivator; Q9Y6Q9; HEK293 GAL4-SRC3 luciferase reporter, luminescence; inhibition, % at 3.6 µM; 360,000 compounds, 0.17% hits;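 active means inhibition above a per-campaign cutoff, the mean of all compounds plus 3 SD, cut at about 60% in these data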;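 further: 0% = DMSO-treated cells and 100% = gossypol-treated cells at 36 µM; higher means less SRC3-driven luciferase light from the GAL4 reporter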
TLR9-MyD88 inh: inhibitors of human TLR9-MyD88 binding | Q9NR96+Q99836 | CHO BLA complementation TLR9-MyD88, CCF4 FRET ratio | inhibition, % at 4.98 µM | 340,000 compounds, 0.21% hits | AID 504734;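 active means inhibition above the mean over all tested compounds plus 3 SD, cut at about 21% in these data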;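 further: 0% = DMSO only wells and 100% = clavulanate BLA inhibitor control wells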
NOD2-RIPK2 inh: NOD2-RIPK2 protein interaction inhibition; CHO BLA complementation NOD2-RIPK2, CCF4 ratio; O43353; AID 624267; inhibition, % at 4.98 µM; 360,000 compounds, 0.38% hits; in the data active means inhibition above about 21%;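 further: 0% = vehicle only and 100% = reference blocker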
Target sequence (O43353 whole entry, looked up): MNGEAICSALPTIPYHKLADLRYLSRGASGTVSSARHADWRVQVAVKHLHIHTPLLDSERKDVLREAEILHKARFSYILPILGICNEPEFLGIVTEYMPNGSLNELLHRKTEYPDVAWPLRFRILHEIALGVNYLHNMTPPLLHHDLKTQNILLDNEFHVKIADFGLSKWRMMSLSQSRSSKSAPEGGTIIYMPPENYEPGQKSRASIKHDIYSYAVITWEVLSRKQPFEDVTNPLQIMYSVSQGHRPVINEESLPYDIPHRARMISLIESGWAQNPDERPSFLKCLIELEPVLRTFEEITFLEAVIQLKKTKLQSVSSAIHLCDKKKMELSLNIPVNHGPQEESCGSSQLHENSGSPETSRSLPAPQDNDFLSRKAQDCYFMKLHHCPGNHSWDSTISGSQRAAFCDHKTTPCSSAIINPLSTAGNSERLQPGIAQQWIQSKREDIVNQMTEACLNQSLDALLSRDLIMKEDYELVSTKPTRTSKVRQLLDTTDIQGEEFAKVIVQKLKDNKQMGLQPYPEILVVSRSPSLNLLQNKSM
COUP-TFII inh: blocks human COUP-TFII nuclear receptor | P24468 | inhibition, % at 8.6 µM | HEK293T NGFI-A luciferase reporter, luminescence | 370,000 compounds, 0.7% hits;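 active means inhibition above a per-plate cutoff, mean inhibition of test wells between control levels plus 3 SD, cut at about 38% in these data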;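 further: cells cotransfected with COUP-TFII expression vector driving the NGFI-A reporter; 0% = median of COUP-TF2 test wells and 100% = reporter-only cells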
MC4R antag cAMP: antagonists of human melanocortin 4 receptor (MC4R). P32245. inhibition, % at 6.5 µM. MC4R-expressing cells, MTII-stimulated cAMP, LANCE TR-FRET. 360,000 compounds, 0.48% hits;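 active means inhibition above its plate's cutoff, the mean of tested wells on that plate plus 3 SD, cut at about 29% in these data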;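 further: 0% = Melanotan II alone and 100% = Melanotan II plus saturating MCL0020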
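Assay system: U2OS cells stably expressing human melanocortin 4 receptor (MC4R) / Dosing: 6.5 µM / Timing: compound 30 min, challenge 1 h, detection 1 h / Measured by: Eu-cAMP/anti-cAMP TR-FRET, emission 671 nm / Replicates: singlicate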
SRC1 inh: human NCOA1 inhibition. Q15788. HEK293 GAL4-SRC1 luciferase reporter, luminescence. inhibition, % at 3.6 µM. 360,000 compounds, 0.12% hits;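 active means inhibition above the campaign mean plus 3 SD, with each screening campaign given its own cutoff, cut at about 60% in these data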;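 further: 0% = DMSO treated cells and 100% = gossypol at 36 µM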
An asterisk follows results filed as active; i = inactive; . = not tested or not shown.

SMILES | MC4R ag barr | ABHD5 PLIN5 PPI | LRH-1 inv ag | EBV LMP1 NFkB | NCOA2 inhibitor | SRC3 inh | TLR9-MyD88 inh | NOD2-RIPK2 inh | COUP-TFII inh | MC4R antag cAMP | SRC1 inh
CCOc1ccc(-c2c(C(=O)N/N=C/c3cccnc3)nnn2-c2nonc2N)cc1 | -0.5 | -1 | -8 | -6 | 10 | 5 | 0 | -1 | -4 | 20 | -20
O=C(O)CCN(Cc1ccccc1)S(=O)(=O)c1ccccc1Cl | -0.9 | -5 | 11 | -4 | 18 | 3 | 9 | -12 | 2 | -6 | 7
O=C(COC(=O)c1nc(Cl)ccc1Cl)NCc1ccc(Cl)cc1Cl | -1.5 | -7 | -6 | -2 | 7 | -12 | -7 | 2 | -10 | 5 | -2
CC(=O)Nc1cc(C(=O)OCC(=O)c2ccc(C)cc2)ccc1C | -0.2 | 3 | -102 | -20 | -49 | -77 | -1 | -2 | -26 | -3 | -72
O=C(Nc1nc(-c2cccc([N+](=O)[O-])c2)cs1)c1cccc([N+](=O)[O-])c1C(=O)O | -1.5 | 3 | 11 | 0 | -21 | 6 | 6 | -3 | 11 | 9 | 1
N#Cc1cc(Cl)c(NCC2CCCO2)cc1C#N (configuration not stated) | 0.5 | 8 | 5 | 2 | 11 | -24 | 8 | -1 | -4 | 2 | -6
Cc1ccc(S(=O)(=O)N2CCCCC2)cc1NC(=O)Cn1c(=O)cnc2ccccc21 | 0.1 | 5 | 17 | 1 | -16 | -4 | -13 | 2 | 4 | 4 | 13
O=C(O)CSc1c2c(nc3cc(C(=O)Nc4ccc(F)c(Cl)c4)ccc13)CCCC2 | -0.4 | 0 | -7 | -1 | -15 | -2 | 0 | -3 | 6 | 7 | -8
CCOCCCN(C)C1CCN(C(=O)c2oc3ccccc3c2NC(=O)c2ccc([N+](=O)[O-])cc2)CC1 | -1.9 | -3 | 8 | 1 | 16 | 5 | -9 | -4 | 0 | 2 | 0
CCOc1ccccc1Nc1nnc(SCC(=O)Nc2cc(C)on2)s1 | -1.2 | -9 | -10 | 4 | -19 | 3 | -8 | 4 | -10 | 13 | -24
CCCc1nc(SCC(=O)Nc2nnc(CC)s2)c2c(C)c(C)sc2n1 | 2.2 | -4 | 11 | -9 | -11 | 18 | 4 | -6 | 17 | -4 | 1
COC(=O)Cc1ccc(OC(=O)c2cccc(S(=O)(=O)N3CCN(C)CC3)c2)cc1 | -2.8 | 3 | -9 | 2 | -2 | -21 | -2 | 2 | -10 | 1 | 4
O=C(NCCCn1ccnc1)/C(=C\c1cccnc1)NC(=O)c1ccco1 | -2.2 | 0 | 7 | -2 | 6 | 14 | 10 | 10 | 2 | 2 | 4
CC(C)C(=O)NCCc1nc(-c2ccccc2Cl)no1 | 1.0 | 6 | -5 | -8 | 14 | 5 | -8 | 0 | 1 | 6 | 7
COc1ccc(N2CCN(C(=O)CSc3nnnn3C3CC3)CC2)cc1 | -2.5 | -2 | 33 | 1 | 6 | -2 | 5 | 0 | 5 | 3 | 3
COc1ccccc1C(CCN(Cc1ccccc1)C(C)=O)c1ccco1 (configuration not stated) | -0.4 | -1 | 11 | 1 | 26 | 17 | -6 | 11 | -3 | 1 | -17
CC(C)/C=C1\CC/C(=C\c2ccc(N(C)C)cc2)C1=O | -2.5 | 1 | -3 | -67 | -45 | -81 | -4 | -2 | -38 | 5 | -85
Cc1ccc(C(=O)O)cc1NC(=O)CN1C(=O)C2C3c4ccccc4C(Br)(c4ccccc43)C2C1=O (configuration not stated) | 0.4 | 5 | 2 | 11 | -14 | 8 | -14 | 1 | 4 | 9 | 3
CC(C)NC(=O)N(C)C[C@H]1Oc2ccc(NS(=O)(=O)c3ccc(F)cc3)cc2C(=O)N([C@H](C)CO)C[C@@H]1C | -1.5 | 3 | -17 | -7 | 8 | 9 | -3 | 8 | 3 | 3 | -2
O=C(CNC(=O)c1ccc2ccccc2c1)NCc1ccc(F)cc1 | 0.2 | -5 | 13 | 3 | -6 | -7 | -3 | 7 | -18 | 9 | -9
CNC(=S)N(CCc1c(C)[nH]c2ccc(Cl)cc12)Cc1cccnc1 | -1.6 | 5 | 14 | -2 | -7 | 14 | -3 | -1 | 11 | 0 | 7
CC(C)(C)c1cc(-c2ccccc2)n[nH]1 | -2.6 | -7 | -4 | -4 | 2 | -20 | -5 | -11 | -15 | 0 | -4
CCOC(=O)C1=C(C)N(C[C@@H]2CC[C@@H](Cc3ccc4cc(OC)ccc4c3)O2)C(=O)NC1c1ccccc1 (some centres not stated) | -0.9 | 3 | -16 | 6 | 0 | -24 | -2 | -3 | 33 | 7 | -17
CCN(CC)CCNC(=O)c1cn(CCOC)c(=O)c2c1c1ccccc1n2C | -2.3 | -4 | 2 | -7 | -6 | 6 | 2 | -4 | -6 | 4 | 3
COc1ccc(NC(=S)NCc2cccs2)cc1OC | -3.2 | 0 | -15 | 6 | 20 | 9 | -4 | 5 | 5 | 10 | -2

More records.
SMILES | MC4R ag barr | ABHD5 PLIN5 PPI | LRH-1 inv ag | EBV LMP1 NFkB | NCOA2 inhibitor | SRC3 inh | TLR9-MyD88 inh | NOD2-RIPK2 inh | COUP-TFII inh | MC4R antag cAMP | SRC1 inh
CCCCNC(=O)C1C2C=CC(C2)C1C(=O)O (configuration not stated) | 0.6 | 2 | 4 | -5 | -2 | 17 | -3 | -15 | -4 | 3 | 5
O=C1CSC(=Nc2ccccc2Cl)N1 | -1.1 | 0 | -7 | -7 | -31 | -15 | -4 | 6 | 8 | 5 | -12
O=C1Nc2ccccc2C(=O)N2[C@H](c3ccc(F)cc3)[C@@H]3C(=O)N(Cc4ccccc4)C(=O)[C@@H]3[C@H]12 | 0.1 | 0 | 14 | -15 | 9 | 8 | 3 | 0 | 0 | 4 | -7
Cc1ccc(-n2nnnc2SCC(=O)c2c(N)n(C3CC3)c(=O)[nH]c2=O)c(C)c1 | -0.1 | -5 | 7 | 4 | 27 | 0 | -2 | 3 | -8 | 4 | -6
CC(C)c1ccc(C2/C(=C(\O)c3ccc4c(c3)OCCO4)C(=O)C(=O)N2CCN2CCOCC2)cc1 (configuration not stated) | 2.9 | 12 | -1 | -2 | -26 | 12 | -1 | -1 | 11 | 6 | 0
CCOc1cc(NC(=O)c2ccco2)c(OCC)cc1NC(=O)Cc1ccc(OC)c(OC)c1 | 0.5 | 1 | -8 | 18 | -16 | 1 | -13 | -1 | -8 | 6 | -4
CCOC(=O)COc1nc2c(c(-c3ccco3)c1C#N)CCc1ccccc1-2 | -1.2 | -3 | -9 | 8 | -25 | -4 | . | -19 | 9 | 2 | -3
Cc1cnc(NC(=O)C2CC(=O)N(c3cccc(Cl)c3)C2)s1 (configuration not stated) | -2.2 | 3 | -4 | i | -19 | -9 | 0 | -1 | -3 | 18 | -12
O=c1cc(Nc2ccc3c(c2)OCO3)[nH]c(=O)n1-c1ccc(Br)cc1 | -2.2 | -1 | -17 | -8 | 12 | 17 | 10 | -9 | -3 | 1 | 12
O=C(CN1CCCCC1)NC(=O)NC1CCCC1 | -1.8 | 4 | 3 | -6 | -7 | 3 | -5 | 2 | 9 | -2 | -12
CCOc1ccc(Cn2nnc(C(=O)NCCc3ccc(Cl)cc3)c2N)cc1 | 1.6 | -8 | 2 | 4 | 24 | 4 | -3 | -1 | -2 | -4 | -1
Cc1cc(C)nc(Nc2ccc(O)cc2)n1 | -0.7 | 10 | 2 | -3 | -20 | 14 | -1 | -9 | 11 | -2 | 5
COc1ccccc1C(O)c1nccn1C (configuration not stated) | -0.8 | -4 | -1 | 2 | 8 | 7 | -10 | 3 | 13 | 13 | -4
CCc1ccc(NC(=O)c2onc(C)c2Cl)cc1 | -1.6 | 0 | -59 | -30 | -41 | -114 | 13 | -7 | -45 | -1 | -104
CCOC(=O)N1CCN(C(=O)CSc2ccc3nnc(-c4cccnc4)n3n2)CC1 | -0.1 | 2 | 1 | -2 | -20 | -6 | 2 | -9 | 6 | 8 | 11
COC(=O)c1c(C)nc2ccccc2c1-c1ccccc1 | -2.7 | -4 | -5 | 5 | 10 | 4 | -1 | -6 | -11 | 0 | 11
O=C(NC1CCCC1)c1csc2c1CCCC2 | -2.7 | -4 | 2 | 12 | . | -19 | 6 | -11 | . | -2 | -21
C=C1CN(Cc2ccccc2)S(=O)(=O)c2ccccc21 | -1.2 | 11 | -9 | -5 | 2 | -3 | -10 | 3 | 11 | -1 | -7
O=C(CCCN1C(=O)/C(=C/c2cccc(Br)c2)SC1=S)N1CCOCC1 | -0.8 | 8 | -16 | -8 | 6 | -6 | 8 | -11 | -15 | 6 | 18
COCCNC(=S)N/N=C(\C)c1ccc(Cl)c(Cl)c1Cl | -4.9 | -1 | 7 | -10 | 12 | 18 | -4 | 1 | 7 | -8 | -4
O=c1cc(-c2ccc(O)c(O)c2)oc2cc(O[C@@H]3O[C@H](CO)[C@@H](O)[C@H](O)[C@H]3O)cc(O)c12 | -0.6 | 1 | -39 | 1 | . | -20 | -2 | 11 | . | -9 | -19
CC(/C=C/C=C/c1ccccc1)=N/NC(=O)CNc1ccccc1C | 14* | -7 | -9 | -16 | -5 | 6 | 0 | 1 | 6 | -14 | -13

Not all compounds are listed. The share of hits here may be higher or lower than overall.
